RAD54 inh – inhibitors of human RAD54 branch migration, primary screen, biochemical, fluorescence, single point; DNA repair and recombination protein RAD54-like (Homo sapiens), Q92698; RAD54 Holliday junction branch migration, FAM/BHQ fluorescence; inhibition, % at 10.4 µM; actives 0.14% (n = 360,000); AID 602329, 2012;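 active = mean normalized replicate activity at least 40 and at least half of replicates scoring 40 or more; inconclusive = only one of the two criteria met; inactive = mean below 40 and under half of replicates reaching 40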;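 note: 0% = median of neutral control wells and 100% = median of positive control wells; inhibitors cause a drop in the FAM fluorescence signal; in these data hits start at about 50%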
RAD52 anneal inh – RAD52 DNA annealing inhibitors, primary screen, biochemical, FRET, single point, set 2. DNA repair protein RAD52 homolog (Homo sapiens), P43351. recombinant RAD52 DNA annealing, FRET fluorescence. inhibition, % at 18.7 µM. actives 0.46% (n = 360,000). AID 651710, 2012;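 active = every replicate showing at least 50% inhibition; inconclusive = mean inhibition at least 50% but not in every replicate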
Target sequence (P43351 whole entry, looked up): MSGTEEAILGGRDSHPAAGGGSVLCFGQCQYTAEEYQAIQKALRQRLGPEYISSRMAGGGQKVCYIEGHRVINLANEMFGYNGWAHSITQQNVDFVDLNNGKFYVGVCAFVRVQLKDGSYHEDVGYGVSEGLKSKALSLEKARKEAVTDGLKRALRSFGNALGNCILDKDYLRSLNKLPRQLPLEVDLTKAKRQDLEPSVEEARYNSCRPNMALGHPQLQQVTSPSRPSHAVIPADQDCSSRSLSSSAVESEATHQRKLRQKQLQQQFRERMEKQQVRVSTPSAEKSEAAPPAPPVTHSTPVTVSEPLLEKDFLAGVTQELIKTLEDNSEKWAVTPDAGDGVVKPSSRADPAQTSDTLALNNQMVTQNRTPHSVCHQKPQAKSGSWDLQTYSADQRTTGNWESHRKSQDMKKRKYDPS
XiGFP reactiv – activators of inactive X chromosome reactivation, primary screen, imaging, XiGFP fibroblasts, GFP high-content imaging, set 2. XiGFP mouse fibroblasts, % GFP-positive cells imaging, 3 d; cells co-treated with 5-aza-dC sensitizer; scaled so ellipticine positive control = 100%. activation, % at 7.58 µM. actives 0.055% (n = 360,000). AID 743238, 2013;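 active = mean normalized replicate activation at least 10% and every replicate at or above 10%; inconclusive = only one of the two criteria met; inactive = mean below 10% and not all replicates reach 10%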;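 note: 0% = median of on-plate neutral control wells and 100% = ellipticine 6 µM median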
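Material: XiGFP fibroblasts, SV40-immortalized. Buffer or medium: DMEM plus 5-aza-dC sensitizer. Compound: single concentration per compound, delivered by pin transfer. Times: 3 days compound exposure. Controls: ellipticine 6 µM.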
esBAF inh – Bmi1 luciferase reporter increase in mESCs, primary screen, esBAF inhibitor project, mouse ES cells, Bmi1 luciferase knock-in, single point | 24 h; 100% = twice the neutral-well signal | reporter increase, % at 12.5 µM | actives 2% (n = 350,000); in the data active = activation above about 40%; inconclusive = no clear call, values can overlap the other calls;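 note: 0% = median of the plate's neutral control wells and 100% = double that signal; a rise in the Bmi1 reporter signal indicates esBAF inhibition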
ERp5 inh – inhibitors of ERp5-driven insulin aggregation, primary screen, biochemical, turbidity, absorbance 650 nm, single point | Protein disulfide-isomerase A6 (Homo sapiens), Q15084 | 90 min | inhibition, % at 9.99 µM | actives 0.05% (n = 350,000);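 active = mean replicate inhibition above about 25%, with every replicate also reaching it, limit read from the data, passing the limit was not always enough; inconclusive = only one of those two criteria met; inactive = neither criterion met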
Target sequence (Q15084 whole entry, looked up): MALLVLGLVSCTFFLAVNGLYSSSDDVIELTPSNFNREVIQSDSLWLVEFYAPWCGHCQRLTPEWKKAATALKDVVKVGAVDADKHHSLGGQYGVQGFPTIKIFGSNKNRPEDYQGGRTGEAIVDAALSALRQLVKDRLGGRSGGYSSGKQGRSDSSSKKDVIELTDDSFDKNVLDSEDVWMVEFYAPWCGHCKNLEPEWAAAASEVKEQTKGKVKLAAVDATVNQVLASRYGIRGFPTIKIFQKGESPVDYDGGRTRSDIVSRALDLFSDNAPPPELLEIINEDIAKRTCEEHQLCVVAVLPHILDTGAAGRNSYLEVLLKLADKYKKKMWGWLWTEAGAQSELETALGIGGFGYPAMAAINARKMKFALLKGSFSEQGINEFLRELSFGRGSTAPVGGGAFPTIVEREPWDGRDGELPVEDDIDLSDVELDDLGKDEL
E-sel inducer – E-selectin induction in HUVECs, primary screen, imaging, HUVEC, immunofluorescence imaging, single point; normalized: neutral wells 0, TNF-alpha wells 100; activation, % at 7.58 µM; actives 0.37% (n = 260,000);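 active = mean E-selectin-positive cell signal at least 10% of the positive control, reached in at least 60% of replicates, without over 20% cell loss; inconclusive = no rule given, readout overlaps actives, possibly toxicity-flagged; inactive = the rest, including those meeting only one limit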;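 note: in these data hits start at about 27%; measured in HUVEC primary endothelial cells; signal is the percent of cells scored E-selectin positive by PE staining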
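Read-out: % PE-positive cells | Test system: HUVEC | Doses: One compound dose added by pin transfer | Buffer or medium: EGM-2 over gelatin coat | Signal: Immunofluorescence imaging | Benchmarks: TNF-alpha, DMSO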
S100A4 MyoIIA – inhibitors of S100A4-myosin IIA peptide binding, primary screen, biochemical, fluorescence polarization, TAMRA-MyoIIA peptide. AID 652163, 2013. Protein S100-A4 (Homo sapiens), P26447. inhibition, % at 10.7 µM. actives 0.14% (n = 360,000);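 active = mean inhibition of at least 70% across replicates, with every replicate also reaching that level; inconclusive = mean inhibition reaches 70% but some replicates fall short; inactive = mean inhibition below 70%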
Target sequence (P26447 whole entry, looked up): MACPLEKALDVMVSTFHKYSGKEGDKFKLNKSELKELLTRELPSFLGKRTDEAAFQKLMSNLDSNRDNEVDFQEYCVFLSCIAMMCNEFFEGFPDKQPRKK
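Assay system: human S100A4 monomer with TAMRA-labelled myosin IIA peptide / Buffer or medium: Calcium-containing HEPES buffer, pH 7.2 / Reagent: TAMRA-labelled myosin IIA heavy-chain peptide probe, 5 nM / Compound: one dose per compound / Timing: polarization read 5 min after assay mix addition, stable 5–60 min / Benchmarks: neutral control DMSO, positive control TFP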
ERAP1 HTS inh – human ERAP1 aminopeptidase inhibitors, primary screen, biochemical, single point, plate reader. Endoplasmic reticulum aminopeptidase 1 (Homo sapiens), Q9NZ08. recombinant ERAP1, Leu-AMC fluorescence, 60 min. inhibition, % at 10.7 µM. actives 0.15% (n = 340,000);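 active = mean replicate inhibition of at least 30%, or all replicates individually reaching that 30% level; inactive = mean below 30% and not every replicate reaching it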;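 note: 0% = neutral control wells and 100% = L-leucinethiol positive control wells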
Starred values were filed as active, the others as inactive; ? = inconclusive; / = no result given.

SMILES	RAD54 inh	RAD52 anneal inh	XiGFP reactiv	esBAF inh	ERp5 inh	E-sel inducer	S100A4 MyoIIA	ERAP1 HTS inh
CCCNC(=O)N(C)C[C@@H]1Oc2ncc(-c3cccc(C#N)c3)cc2C(=O)N([C@@H](C)CO)C[C@H]1C	8	/	0.5	-6	/	-0.2	/	/
COc1ccc(NC(=O)O[C@H]2[C@H](OC(=O)Nc3ccc4c(c3)OCO4)[C@H](OC(=O)Nc3ccc4c(c3)OCO4)[C@@H](OC)O[C@@H]2CO)cc1	/	18	/	/	-7	/	0	0
C=CCc1c(C)nc(-c2ccccc2)nc1N/N=C/c1ccccc1	/	-27	-0.1	/	3	0.0	-7	-3
CC(=O)N(C)C[C@@H]1Oc2ncc(C#CCc3ccccc3)cc2C(=O)N([C@H](C)CO)C[C@H]1C	0	2	-0.3	0	3	-0.7	-10	0
O=C(C1CC(=O)N(c2ccc(F)cc2)C1)N1CCCCC1 (configuration not stated)	-14	-7	0.1	-3	-2	/	0	0
Cc1ccc(C(=O)O)cc1NC(=O)C1=CSCCO1	3	-1	0.0	-4	2	/	0	-6
CN(C)CCCNC(=O)C[C@@H]1CC[C@@H]2[C@@H](COc3ccc(NC(=O)C4CCC4)cc3C(=O)N2C)O1	-4	-8	3.1	1	6	0.1	-2	/
CCN1[C@@H]2c3cccc(=O)n3C[C@@H]2[C@@H](CO)[C@@H]1C(=O)N1CCc2ccccc2C1	15	-9	-0.1	1	0	-0.1	17	1
Cc1ccc(-n2nnnc2C(Cl)(Cl)c2nnnn2-c2ccc(C)cc2)cc1	/	-8	/	/	?	/	1	2
CCN(CCNCC(O)COCc1ccc(Cl)cc1)c1cccc(C)c1 (configuration not stated)	/	11	0.0	/	2	1.3	9	0
O=[N+]([O-])c1nn(-c2cccc(Cl)c2)n(O)c1=NCc1cccnc1	/	-19	0.0	/	7	4.6	3	1
CCn1c(-c2cc(-c3ccccc3OC)nc3ccccc23)n[nH]c1=S	-10	-7	-0.1	-6	-4	-0.1	-3	-2
COc1cccc(C(=O)N2CCC(C(=O)NCc3ccc(C)cc3)CC2)c1	-12	-6	0.0	1	4	/	1	0
CCOc1ccccc1N(C(=O)c1ccco1)C(C(=O)NC1CCCC1)c1cccs1 (configuration not stated)	4	-2	0.5	-6	-1	-0.1	-1	-3
Cc1c(C(=O)N2CCOCC2)cc(C(C)(C)C)n1-c1ccccc1	/	-11	0.2	/	3	/	3	2
CCOC(=O)N1CCC(N(CCN(C)C)C(=S)Nc2cccc(OC)c2)CC1	3	-2	-0.1	/	1	-1.6	-5	/
O=C(Cc1ccccc1)CC(CC(=O)c1ccccc1)c1ccccc1 (configuration not stated)	4	-13	0.1	-1	-3	0.3	-5	1
CCCC#Cc1ccc([C@H]2[C@@H](CO)N3CCCCN(C(=O)c4ccc5c(c4)OCO5)C[C@@H]23)cc1	0	-43	0.2	/	-1	0.4	7	3
COc1ccc(C(CNC(=O)CNC(=O)c2cccc(C)c2)N2CCCCC2)cc1 (configuration not stated)	5	-12	0.0	-7	-4	2.2	-4	-4
CCOC(=O)C1=C(c2ccccc2)O/C(=C(/C(=O)OC)C(F)(F)F)S1	-7	5	/	-7	0	/	0	0
CC(C)c1ccc(C(=O)NNC(=O)c2ccncc2)cc1	13	-7	0.2	4	3	0.5	-4	1
S=C1NCCOc2ccccc21	/	-13	0.3	/	3	0.0	0	-1
COc1ccc(C2CC(c3ccc(Cl)cc3Cl)n3nc(N)nc3N2)cc1 (configuration not stated)	-2	1	0.2	-5	0	1.0	1	3
CCOC(=O)N1CCN(C(=O)c2[nH]c(C(F)(F)F)nc2-c2ccccc2)CC1	10	-1	0.0	-3	3	3.0	-5	/
CCCCNC(=O)C1(C)CCCCN1C(=O)c1ccc2c(c1)CCO2 (configuration not stated)	4	-2	0.1	1	-6	-0.3	-2	-1
O=C(NCCCN1CCOCC1)C(=O)NCCc1ccccc1	/	2	0.0	/	0	/	0	0
C/C(CCc1ccco1)=N/NC(=O)CCC(=O)Nc1ccc(Br)cc1	/	-40	0.3	/	2	/	-7	-1
CCOC(=O)NC(=O)/C(C#N)=C\Nc1sccc1C(=O)OC	/	-90	0.5	/	-1	/	42	3
CCCCN1CC[C@H]2C=CC[C@@H](C(=O)Nc3ccc(Cl)c(C(F)(F)F)c3)[C@H]2C1=O	10	-95	0.2	-3	-2	-0.1	-4	-4
CCN1CCCCC(=N/O)/C(=N/O)CCCC1	10	-9	1.5	7	-2	/	1	3
COc1ccc(NC(=O)Nc2ccc3c(c2)C(=O)N([C@@H](C)CO)C[C@H](C)[C@H](CN(C)C(=O)c2ccccc2)OCCCC[C@@H](C)O3)cc1	-4	10	0.1	2	4	-0.1	-1	-2
O=C(Nc1cccc2ccccc12)OCc1cncs1	4	-15	0.5	20	7	3.6	-7	-2
O=C(O)c1cc(-n2cccc2)ccc1N1CCOCC1	-7	-1	0.3	/	2	0.1	2	0
COC(=O)[C@H](Cc1ccccc1)NC(=O)[C@H]1O[C@@H](n2cnc3c(=O)[nH]c(N)nc32)[C@H](O)[C@@H]1O	/	-2	-0.1	/	0	-0.2	1	0
O=C(OCC(=O)N1CCCc2ccccc21)c1cncc(Br)c1	/	-37	0.1	/	-6	0.0	-7	0
CCC/C(O)=C1\C(=O)CCCC1=NCCc1c(C)[nH]c2ccccc12	-5	-11	0.2	-2	4	-0.1	8	-2
CCOC(=O)C(CCSC)NC(=O)CN (configuration not stated)	7	-7	/	-11	1	/	0	2
COc1ccc(CCN2C(=O)c3ccccc3C2c2nnnn2Cc2ccccc2)cc1OC (configuration not stated)	/	-9	0.0	/	0	1.9	-2	/
CC1CCN(C(=O)C2CCCN(S(C)(=O)=O)C2)CC1 (configuration not stated)	3	-2	/	5	-3	/	-2	-3
COc1cccc(C(=O)Nc2ccc3c(c2)C(=O)N(C)C[C@@H](OC)[C@@H](C)CN(C(=O)C2CCCC2)[C@H](C)CO3)c1	-7	18	0.2	-1	0	0.0	1	0

Next section (two carried over from the part before).
SMILES	RAD54 inh	RAD52 anneal inh	XiGFP reactiv	esBAF inh	ERp5 inh	E-sel inducer	S100A4 MyoIIA	ERAP1 HTS inh
CC1CCN(C(=O)C2CCCN(S(C)(=O)=O)C2)CC1 (configuration not stated)	3	-2	/	5	-3	/	-2	-3
COc1cccc(C(=O)Nc2ccc3c(c2)C(=O)N(C)C[C@@H](OC)[C@@H](C)CN(C(=O)C2CCCC2)[C@H](C)CO3)c1	-7	18	0.2	-1	0	0.0	1	0
C=CCc1c(C)nc(N)[nH]c1=O	-7	-6	/	2	-7	/	8	-4
Cc1noc(C)c1S(=O)(=O)N(C)C[C@@H]1Oc2ccc(NC(=O)CCCN(C)C)cc2C(=O)N([C@@H](C)CO)C[C@@H]1C	-6	7	0.1	3	-3	-0.7	11	-1
CC(C)C(NC(=O)CN1C(=O)c2cccc3cccc1c23)C(C)C	4	-8	0.2	-11	-1	0.6	-8	17
Cc1ncsc1CCOC(=O)c1ccc(N2CCOCC2)c([N+](=O)[O-])c1	/	-17	0.1	/	5	/	-4	-1
C[C@@H]1CCCCO[C@H](CN(C)S(=O)(=O)c2ccccc2)[C@@H](C)CN([C@H](C)CO)C(=O)c2cc(NC(=O)c3ccncc3)ccc2O1	4	-24	0.1	3	0	/	0	1
Cc1noc(C)c1NC(=O)Nc1ccc2c(c1)C(=O)N([C@@H](C)CO)C[C@@H](C)[C@@H](CN(C)Cc1ccc3c(c1)OCO3)OCCCC[C@@H](C)O2	13	/	0.2	-4	/	0.1	/	/
O=C(O)CCC(=O)NNC(=O)COc1ccc2ccccc2c1Br	/	-14	0.0	/	1	/	10	9
C[C@H]1CN([C@@H](C)CO)C(=O)c2cccc(NC(=O)C3CCCCC3)c2O[C@@H]1CN(C)CC1CC1	-1	-4	-1.2	-7	0	0.0	5	-1
CCCCOc1ccc(N(CC(=O)NCc2ccccc2)C(=O)c2csnn2)cc1	-13	3	0.1	25	-5	/	1	-3
Cc1cc(C(=O)Nc2cccc3c2O[C@@H](CN(C)CC2CC2)[C@H](C)CN([C@@H](C)CO)C3=O)n(C)n1	-3	11	0.2	0	2	-0.3	-2	0
COc1ccc(CNC(=O)C2CCN(C(=O)c3ccccc3)CC2)cc1	0	-3	0.0	-12	7	-0.1	-14	0
CN1CCN(C(=O)C[C@H]2CC[C@@H](NS(=O)(=O)c3cccc(F)c3)[C@H](CO)O2)CC1	10	-8	-0.8	0	2	-0.5	-4	4
C[C@H](CO)N1C[C@H](C)[C@H](CN(C)Cc2ccc(C(=O)O)cc2)Oc2c(NS(=O)(=O)c3cn(C)cn3)cccc2C1=O	0	5	-0.1	4	-3	-0.8	-27	1
Cc1ccc(COC(=O)c2nn(-c3ccccc3)nc2N)cc1	-2	-17	0.3	5	0	-0.2	-28	6
Cc1cc(C(=O)Nc2sc3c(c2C#N)CCCCC3)cs1	-4	-24	/	/	0	/	3	3
C[C@H]1CCCCO[C@H](CN(C)S(=O)(=O)c2cn(C)cn2)[C@@H](C)CN([C@@H](C)CO)C(=O)c2cc(NC(=O)C3CCCCC3)ccc2O1	-6	13	-0.7	-1	-2	-0.1	-1	-2
Cc1ccc(C2=NS(=O)(=O)N(C)C(C(=O)NCc3ccccn3)=C2)cc1	13	-12	0.0	-4	-6	/	6	-6

Quoted at random: 2 compounds from above
SMILES	RAD54 inh	RAD52 anneal inh	XiGFP reactiv	esBAF inh	ERp5 inh	E-sel inducer	S100A4 MyoIIA	ERAP1 HTS inh
COc1ccc(C(CNC(=O)CNC(=O)c2cccc(C)c2)N2CCCCC2)cc1 (configuration not stated)	5	-12	0.0	-7	-4	2.2	-4	-4
C/C(CCc1ccco1)=N/NC(=O)CCC(=O)Nc1ccc(Br)cc1	/	-40	0.3	/	2	/	-7	-1

Full records from above. Screens in order: RAD54 inh | RAD52 anneal inh | XiGFP reactiv | esBAF inh | ERp5 inh | E-sel inducer | S100A4 MyoIIA | ERAP1 HTS inh
Listed for `Cc1ccc(C2=NS(=O)(=O)N(C)C(C(=O)NCc3ccccn3)=C2)cc1` → 13 | -12 | 0.0 | -4 | -6 | / | 6 | -6
Listed for `CC(C)c1ccc(C(=O)NNC(=O)c2ccncc2)cc1` → 13 | -7 | 0.2 | 4 | 3 | 0.5 | -4 | 1

Source: PubChem (Broad Institute)
